APJ antag – antagonists of human apelin receptor APJ, primary screen, CHO-K1 cells, beta-arrestin complementation, luminescence; 0.32% of 330,000 active; P35414; inhibition, % at 20 µM;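 active = inhibition above about 40% at 20 µM, limit read from the data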;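 note: cells challenged with 10 nM apelin-13 agonist together with compound; plate controls were apelin-13 plus DMSO wells for no effect and DMSO wells lacking apelin-13 for full effect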
697 NFkB inh – inhibitors of PMA/ionomycin-induced NF-kB reporter, 697 cells, primary screen, B-cell NF-kB inhibitor project, cell-based, luminescence, uHTS. AID 435022, 2010. 0.33% of 330,000 active. inhibition, % at 4 µM. 697 B-cell NF-kB luciferase reporter, 16 h; in the data active = inhibition above about 35%
Gli-Sufu block – Gli-Sufu pathway antagonists, primary screen, luciferase luminescence, Sufu-KO-LIGHT cells, uHTS; Sufu-KO-LIGHT fibroblasts, Gli luciferase reporter luminescence; inhibition, % at 5 µM; 0.74% of 340,000 active; AID 588413, 2011;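 active = inhibition above about 55%, limit read from the data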;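 note: 0% = DMSO-treated cells and 100% = wells with medium but no cells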
UBC13 polyUb – UBC13 polyubiquitin chain formation inhibitors, primary screen, biochemical, TR-FRET, uHTS. Ubiquitin-conjugating enzyme E2 N (Homo sapiens), P61088. inhibition, % at 20 µM. 0.47% of 330,000 active; in the data active = inhibition above about 45%, passing the limit was not always enough
Target sequence (P61088 whole entry, looked up): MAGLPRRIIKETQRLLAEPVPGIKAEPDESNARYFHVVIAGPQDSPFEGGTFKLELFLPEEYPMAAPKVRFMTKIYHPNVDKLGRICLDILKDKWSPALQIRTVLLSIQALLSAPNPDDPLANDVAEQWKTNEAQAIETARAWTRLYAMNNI
EBI2 antag – EBI2 receptor antagonists, beta-arrestin recruitment, primary screen, cell-based, luminescence, 7a,25-OHC stimulation, uHTS | G-protein coupled receptor 183 (Homo sapiens), P32249 | 7a,25-OHC stimulated | inhibition, % at 5 µM | 0.81% of 360,000 active | AID 651636, 2012; in the data active = inhibition above about 38%;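 note: enzyme fragment complementation signal reports receptor beta-arrestin coupling in cells; 0% = agonist plus DMSO wells and 100% = wells without agonist; some results beyond the cut were filed as inactive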
Target sequence (P32249 whole entry, looked up, the tested form may be a part): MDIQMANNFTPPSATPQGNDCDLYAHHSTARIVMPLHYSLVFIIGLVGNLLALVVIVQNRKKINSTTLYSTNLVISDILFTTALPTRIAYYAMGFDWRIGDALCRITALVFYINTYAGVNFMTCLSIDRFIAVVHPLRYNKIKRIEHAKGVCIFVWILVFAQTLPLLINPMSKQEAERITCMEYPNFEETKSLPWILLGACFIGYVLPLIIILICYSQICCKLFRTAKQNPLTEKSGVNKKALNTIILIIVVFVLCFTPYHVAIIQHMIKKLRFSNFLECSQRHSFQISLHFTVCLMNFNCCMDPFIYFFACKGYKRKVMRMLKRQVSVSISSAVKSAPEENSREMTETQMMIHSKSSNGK
CXCR6 inh – CXCR6 receptor inhibitors, primary screen, cell-based, beta-arrestin, luminescence, CHO-K1 PathHunter, 1536-well; C-X-C chemokine receptor type 6 (Homo sapiens), O00574; inhibition, % at 20 µM; 0.36% of 360,000 active; in the data active = inhibition above about 34%, passing the limit was not always enough;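 note: antagonist mode with CXCL16 agonist at 10 nM final; 0% = 10 nM CXCL16 with DMSO and 100% = unstimulated wells without agonist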
Target sequence (O00574 whole entry, looked up): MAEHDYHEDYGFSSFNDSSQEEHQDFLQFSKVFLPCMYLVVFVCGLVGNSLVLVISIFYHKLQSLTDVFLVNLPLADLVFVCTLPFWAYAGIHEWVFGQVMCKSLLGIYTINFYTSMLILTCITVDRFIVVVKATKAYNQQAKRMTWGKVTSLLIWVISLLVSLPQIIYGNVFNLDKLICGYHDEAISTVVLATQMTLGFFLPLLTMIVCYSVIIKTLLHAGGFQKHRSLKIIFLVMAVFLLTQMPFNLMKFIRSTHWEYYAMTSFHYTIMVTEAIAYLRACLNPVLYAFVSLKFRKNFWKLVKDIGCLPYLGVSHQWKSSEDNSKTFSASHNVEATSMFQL
Jurkat NFkB inh – inhibitors of induced NF-kB luciferase reporter, primary screen, TCR NF-kB activation inhibitor project, cell-based, luminescence, uHTS | Jurkat, PMA/ionomycin-induced NF-kB luciferase reporter | inhibition, % at 4 µM | 0.53% of 330,000 active; in the data active = inhibition above about 50%
CCR6 antag – CCR6 receptor antagonists, primary screen, cell-based, CHO-K1, luminescence, beta-arrestin, uHTS | C-C chemokine receptor type 6 (Homo sapiens), P51684 | CHO-K1 CCR6 PathHunter beta-arrestin, CCL20-stimulated | inhibition, % at 20 µM | 0.49% of 340,000 active | AID 493098, 2011;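 active = compounds whose inhibition of the agonist-driven luminescence signal at 20 µM reaches about 50%, limit read from the data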;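 note: cells stimulated with CCL20 at 14 nM final; plate controls were DMSO with CCL20 for no effect and DMSO without agonist for full effect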
* = called active by the depositor; . = no result given.

1: Nc1c(C(=O)NCc2ccc(F)cc2)c2nc3ccccc3nc2n1CCCN1CCOCC1
2: Cc1cc(/C=N/O)c(C)n1-c1cccc(Cl)c1
3: CCOCCCNC(=O)CN1C(=O)c2cccc3cccc1c23
4: Cc1ccc(-c2ccc(CCC(=O)O)n2C(C)C)cc1
5: Cc1cc(C)n(C(=O)/C(C#N)=N\Nc2ccccc2[N+](=O)[O-])n1
6: Cc1cc(C)c(NC(=O)C(C)Sc2nc3ccc(N4C(=O)c5ccccc5C4=O)cc3s2)c(C)c1 (stereo not drawn)
7: CCC[C@H]1CCCC/C=C\CCCC(=O)OCCN1C(=O)OC(C)(C)C
8: OCCC1CN(Cc2cc3c(cc2Cl)OCO3)CCN1Cc1ccccc1 (stereo not drawn)
Compound	1	2	3	4	5	6	7	8
APJ antag	16	15	-12	-4	23	-4	-4	1
697 NFkB inh	-20	2	-91	8	-5	19	8	6
Gli-Sufu block	7	2	-1	2	-2	4	8	28
UBC13 polyUb	19	-4	-11	5	-15	-23	-8	7
EBI2 antag	27	-5	-7	-9	3	-9	19	3
CXCR6 inh	1	6	-9	3	0	-4	-1	-16
Jurkat NFkB inh	2	20	-52	-3	-2	1	-13	-2
CCR6 antag	-12	5	3	-3	20	7	31	-6

9: Nn1c(Cc2ccccc2F)n[nH]c1=S
10: COC(=O)c1[nH]c2cccc(OC)c2c1NC(=O)CCN1CCN(c2ccccc2OC)CC1
11: CC(Oc1ccc2cc(-c3ccccc3)c(=O)oc2c1)C(=O)NCC1CCC(C(=O)O)CC1 (stereo not drawn)
12: COc1ccccc1C(CNC(=O)C1CC(=O)N(Cc2ccccc2)C1)N1CCCC1 (stereo not drawn)
13: C=C1CCN([C@H](C(=O)O)C(C)C)S(=O)(=O)c2ccccc21
14: O=C(Nc1nc2ccccc2[nH]1)c1cc(F)cc(F)c1
15: O=c1cc(-c2ccc3c(c2)OCCO3)oc2ccc(Cl)cc12
16: COC(=O)[C@H](Cc1ccccc1)NC(=O)N1CCCCCC1
Compound	9	10	11	12	13	14	15	16
APJ antag	-7	-5	-3	-14	17	10	9	6
697 NFkB inh	9	0	22	7	-5	-152	-237	-7
Gli-Sufu block	-2	2	-1	-2	-9	-113	-63	5
UBC13 polyUb	-19	6	11	-2	-1	6	16	-1
EBI2 antag	-18	-9	0	-6	-17	-17	28	7
CXCR6 inh	-15	7	0	0	-2	6	2	-3
Jurkat NFkB inh	0	8	5	-6	3	-141	-73	3
CCR6 antag	-6	8	8	8	-1	37	9	6

17: CCOC(=O)c1csc(NC(=O)C(C)(C)C)n1
18: CCc1nn(C(C)C(=O)N2CCN(Cc3ccccc3)CC2)c(=O)c2cc3occc3n12 (stereo not drawn)
19: COc1ccc(C(=O)/C=C/Nc2ccccn2)cc1
20: CC(C)c1nnc(NC(=O)C2CCCN2C(=O)Nc2cccc(Cl)c2)s1 (stereo not drawn)
21: CC(C)(C)c1ccc(S(=O)(=O)/N=C2\C=C(NS(=O)(=O)c3ccccc3)C(=O)c3ccccc32)cc1
22: COc1ccc(N2CC(C(=O)N3CCN(c4ccccc4)CC3)CC2=O)cc1 (stereo not drawn)
23: Cc1ccccc1CC1(CO)CCCN(C(=O)CCC(=O)c2ccccc2)C1 (stereo not drawn)
24: CN(C)CCCN1C(=O)c2cc3ccccc3cc2C1=O
Compound	17	18	19	20	21	22	23	24
APJ antag	7	11	3	11	0	12	-5	-2
697 NFkB inh	12	15	-124	3	5	-8	-18	12
Gli-Sufu block	2	15	-16	24	8	1	3	0
UBC13 polyUb	2	2	-7	0	-81	6	1	2
EBI2 antag	-3	-2	7	-3	-3	4	13	4
CXCR6 inh	0	0	7	1	28	-5	-2	-1
Jurkat NFkB inh	-3	0	50*	-9	-17	7	-3	-12
CCR6 antag	-5	-6	-3	-3	50*	4	14	4

For convenience, some entries already given:
16: COC(=O)[C@H](Cc1ccccc1)NC(=O)N1CCCCCC1
17: CCOC(=O)c1csc(NC(=O)C(C)(C)C)n1
18: CCc1nn(C(C)C(=O)N2CCN(Cc3ccccc3)CC2)c(=O)c2cc3occc3n12 (stereo not drawn)
19: COc1ccc(C(=O)/C=C/Nc2ccccn2)cc1
20: CC(C)c1nnc(NC(=O)C2CCCN2C(=O)Nc2cccc(Cl)c2)s1 (stereo not drawn)
21: CC(C)(C)c1ccc(S(=O)(=O)/N=C2\C=C(NS(=O)(=O)c3ccccc3)C(=O)c3ccccc32)cc1
22: COc1ccc(N2CC(C(=O)N3CCN(c4ccccc4)CC3)CC2=O)cc1 (stereo not drawn)
23: Cc1ccccc1CC1(CO)CCCN(C(=O)CCC(=O)c2ccccc2)C1 (stereo not drawn)
24: CN(C)CCCN1C(=O)c2cc3ccccc3cc2C1=O
Compound	16	17	18	19	20	21	22	23	24
APJ antag	6	7	11	3	11	0	12	-5	-2
697 NFkB inh	-7	12	15	-124	3	5	-8	-18	12
Gli-Sufu block	5	2	15	-16	24	8	1	3	0
UBC13 polyUb	-1	2	2	-7	0	-81	6	1	2
EBI2 antag	7	-3	-2	7	-3	-3	4	13	4
CXCR6 inh	-3	0	0	7	1	28	-5	-2	-1
Jurkat NFkB inh	3	-3	0	50*	-9	-17	7	-3	-12
CCR6 antag	6	-5	-6	-3	-3	50*	4	14	4

Remaining list, next part
25: CCCC(=O)N1c2ccccc2NC2=C(C(=O)CCC2)C1c1ccc(F)cc1 (stereo not drawn)
26: CNC(=O)CSc1nnc(-c2ccco2)n1-c1cccc(C)c1C
27: COc1ccc(OCc2cc(C(=O)N(C)C(C)c3ccon3)no2)c(Cl)c1 (stereo not drawn)
28: COCCNc1nnc(SCC(=O)Nc2sc3c(c2C(=O)c2ccccc2)CCCC3)s1
29: Cc1sc2ncnc(SCC(=O)Nc3ncccc3O)c2c1C
30: Cc1[nH]c2ccccc2c(=O)c1C(=O)/C=C/c1ccccc1
31: O=[N+]([O-])c1cccc(NNS(=O)(=O)c2ccccc2F)c1
32: CC(=O)Nc1ccc(S(=O)(=O)Nc2ccc3[nH]c(=O)[nH]c3c2)cc1
Compound	25	26	27	28	29	30	31	32
APJ antag	9	13	15	-4	10	1	1	-2
697 NFkB inh	15	-29	-42	-11	5	-72	7	3
Gli-Sufu block	5	-20	-36	48	-6	9	19	.
UBC13 polyUb	-8	-5	6	7	-1	-12	-8	-6
EBI2 antag	-15	7	6	14	-12	16	6	-9
CXCR6 inh	0	-3	1	3	-6	8	-12	-6
Jurkat NFkB inh	1	-4	-65	19	4	29	15	-3
CCR6 antag	8	0	9	29	0	17	-27	7

33: COC(=O)COc1ccc(S(=O)(=O)NCc2ccc3c(c2)OCO3)cc1
34: CCn1ncc(S(=O)(=O)Nc2cccnc2)c1C
35: CC(C)N(Cc1ccccc1)C(=O)COC(=O)/C=C/c1cnc2ccccc2n1
36: O=C(COc1ccccc1/C=C1\SC(=O)NC1=O)Nc1ccccc1
37: CCC(C)/C(C)=N/NC(=O)c1ccc(CSc2nc3ccccc3s2)cc1 (stereo not drawn)
38: Cn1c(C(=O)N2CCCc3ccccc32)cc2c(=O)n3ccccc3nc21
39: O=c1[nH]c(=O)n(Cc2ccc(Oc3ccccc3)cc2)cc1Br
40: CCOc1ccc(S(=O)(=O)N(C)c2ccc(OCC(=O)NCc3ccco3)cc2)cc1
Compound	33	34	35	36	37	38	39	40
APJ antag	-11	-19	17	16	10	12	5	4
697 NFkB inh	-4	-10	-1	-4	-18	-39	-2	12
Gli-Sufu block	-14	-10	-4	0	-17	.	.	95*
UBC13 polyUb	-7	-2	-22	-10	-8	-1	0	1
EBI2 antag	-14	-16	7	-20	-1	.	2	5
CXCR6 inh	-4	-6	-3	-3	-2	.	-9	-7
Jurkat NFkB inh	-4	-10	13	5	-82	-19	2	-23
CCR6 antag	2	4	8	7	2	.	.	13

41: Cc1ccc(N=Nc2c(C)[nH]n(-c3ccccc3)c2=O)cc1Br
42: CN(Cc1cnn(C)c1)C(=O)C1CCCCC1C(=O)O (stereo not drawn)
43: CSc1nnc(CSCc2ccc(Cl)cc2Cl)n1-c1ccccc1
44: C/C(=C\c1ccccc1)C(=O)Nc1nc2ccc([N+](=O)[O-])cc2s1
45: COc1ccccc1CNS(=O)(=O)c1c(C)[nH]c(=O)[nH]c1=O
46: O=C(CSCC(=O)NC1CCCC1)Nc1ccccc1
47: Cn1c(=O)n(C)c2cc3[nH]cnc3cc21
48: CCN(CC)S(=O)(=O)c1ccc(NS(=O)(=O)c2ccc(OC)c([N+](=O)[O-])c2)cc1
Compound	41	42	43	44	45	46	47	48
APJ antag	23	-10	12	7	-6	5	-11	5
697 NFkB inh	10	9	4	-2	16	-17	-3	12
Gli-Sufu block	12	-4	-3	-34	-6	-1	7	3
UBC13 polyUb	-15	4	-9	8	1	-6	-3	1
EBI2 antag	9	3	15	-5	-7	0	7	-13
CXCR6 inh	22	-6	-14	2	-3	3	-1	12
Jurkat NFkB inh	10	-6	-8	-11	13	3	-11	-4
CCR6 antag	37	6	9	17	2	6	4	10

49: O=C(O)C(c1ccccc1)C(O)c1ccc2c(c1)OCO2 (stereo not drawn)
50: O=C(c1ccccc1Cl)N1CCN(c2ccccn2)CC1
51: CN(C)S(=O)(=O)N1CCC(Oc2cccc(C(=O)NCCC3=CCCCC3)c2)CC1
52: Cc1nonc1NC(=O)CSc1nnc(-c2ccoc2C)n1-c1cccc(Cl)c1
53: Nc1cc(C2CCCC2)nn1-c1ccccc1
54: CCCNC(=O)c1onc(CSc2ccc(Cl)cc2)c1C(=O)NCCC(C)C
55: Cc1cc(=O)[nH]c(SCC(=O)NN(c2ccccc2)c2ccccc2)n1
56: Cc1ccccc1OCC(=O)N/N=C/c1ccc([N+](=O)[O-])o1
Compound	49	50	51	52	53	54	55	56
APJ antag	.	-3	-15	9	-1	8	3	-9
697 NFkB inh	.	19	-100	2	-49	-14	16	-1
Gli-Sufu block	-5	-1	8	2	-89	29	2	-11
UBC13 polyUb	.	6	-6	7	0	-8	19	-13
EBI2 antag	-10	5	14	10	-1	11	-4	13
CXCR6 inh	5	0	-3	8	2	1	-7	-4
Jurkat NFkB inh	.	-16	-12	-21	-38	15	3	6
CCR6 antag	7	1	10	0	27	11	8	9

57: Cc1ccc(OCC(=O)n2cnnc2N)c(C)c1
58: CCCc1nc(SCC(=O)Nc2cc(C)on2)c2ccccc2n1
59: CN1C(=O)c2cccc3c(S(=O)(=O)NCCc4ccccc4)ccc1c23
60: CC(=O)c1sc(NC(=O)C=C(C)C)nc1C
61: O=C(N/N=C/C1CC=CCC1)c1ccccc1O (stereo not drawn)
62: Cc1ccc(C2N(c3ccc(Cl)cc3)C(=O)N3CCCN23)cc1 (stereo not drawn)
63: Cc1ccc(-c2csc3nc(C)n(N)c(=O)c23)cc1
64: COC(=O)[C@]1(C)N[C@H](CN(C)S(=O)(=O)c2ccc(OC(F)(F)F)cc2)[C@@H]2C(=O)N(C)C(=O)[C@@H]21
65: O=C(CN1C(=O)CCS(=O)(=O)c2ccccc21)NCc1ccc2c(c1)OCO2
66: COc1cc2c(cc1OC)CN(C(=O)Nc1ccccc1Cl)CC2
Compound	57	58	59	60	61	62	63	64	65	66
APJ antag	9	-7	36	10	-38	-6	0	13	0	18
697 NFkB inh	6	6	14	6	-18	-18	11	-4	10	4
Gli-Sufu block	.	6	-1	-4	-3	-4	-1	-1	-2	25
UBC13 polyUb	18	14	11	-7	-15	3	1	6	2	11
EBI2 antag	.	10	4	-2	10	2	4	-9	-14	10
CXCR6 inh	.	2	-1	1	7	8	8	7	-8	5
Jurkat NFkB inh	-11	-10	-6	-11	-9	3	-5	-7	9	3
CCR6 antag	.	0	6	6	2	8	2	7	1	14

Screening results deposited in PubChem by Sanford-Burnham Center for Chemical Genomics.
